# Compound activity from PubChem BioAssay.
# ADAM17 inh: ADAM17 inhibitors, primary screen, biochemical, QFRET; Disintegrin and metalloproteinase domain-containing protein 17 (Homo sapiens), P78536; recombinant ADAM17, EDANS/DABCYL FRET peptide cleavage; inhibition, % at 6.95 µM; 0.83% of 370,000 active; AID 720648, 2013;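 active means inhibition above the mean of compounds lying between control limits plus 3 SD, set per campaign, cut at about 8.5% in these data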;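 further: 0% = DMSO-only wells as the low control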
# DAX1 inh-1: DAX1 (NR0B1) inhibitors on StAR promoter, primary screen, cell-based, luminescence, SF-1 (NR5A1), full-length DAX-1. HEK293T StAR-luciferase reporter, SF-1/DAX-1 repression relief. inhibition, % at 6.8 µM. 1.1% of 370,000 active. AID 652010, 2013;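 active means inhibition above the mean over all tested compounds plus 3 SD, cut at about 3.6% in these data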;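 further: 0% = DAX-1 cells with DMSO and 100% = cells lacking DAX-1 with DMSO; higher inhibition means more luminescence from relief of DAX-1 repression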
# PLC-beta3 inh: human PLC-beta3 inhibitors, primary screen, biochemical, fluorescence | Purified PLC-beta3, fluorogenic substrate | inhibition, % at 12.2 µM | 0.18% of 370,000 active | AID 720704, 2013; in the data active means inhibition above about 11%;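 further: 0% = median of compound wells on plate and 100% = full blocker control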
# SMARCA2 activ: SMARCA2 (BRM) function activators, primary screen, cell-based, luminescence, high throughput; MG213 cells, MMTV-luciferase reporter, dexamethasone, overnight; activation, % at 9.1 µM; 1% of 370,000 active; AID 652017, 2013; in the data active means activation above about 7.8%;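 further: 0% = vehicle wells and 100% = reference activator wells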
# PLC-gamma1 inh: PLC-gamma1 enzyme inhibitors, primary screen, biochemical, fluorescence, purified enzyme; 1-phosphatidylinositol 4,5-bisphosphate phosphodiesterase gamma-1 (Homo sapiens), P19174; fluorogenic substrate; inhibition, % at 12.2 µM; 0.84% of 370,000 active; AID 720700, 2013; in the data active means inhibition above about 9.5%
# hgDAF12 agonist: H. glycines DAF-12 receptor agonists, primary screen, cell-based, luminescence, HEK293, GAL4 fusion, UAS-luciferase. 1.8% of 370,000 active. activation, % at 6.8 µM. Nuclear hormone receptor DAF-12 (Heterodera glycines), GAL4 fusion. HEK293 GAL4-hgDAF12 UAS-luciferase reporter, agonist luminescence; normalized to butyrate control;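 active means activation above a cutoff set at the mean of all screened compounds plus 3 SD, cut at about 10% in these data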;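 further: 0% = DMSO wells and 100% = sodium butyrate wells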
# Rev-erbA mod: modulators of Rev-erb alpha DNA binding, primary screen, biochemical, FITC-DNA, fluorescence polarization, uHTS. Nuclear receptor subfamily 1 group D member 1 (Homo sapiens), P20393. Rev-erbα–FITC-DNA binding, 90 min. activity, % at 10 µM. 0.79% of 370,000 active;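 active means activity above about 14%, limit read from the data; passing the limit was not always enough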;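 further: 0% = DMSO wells with 35 nM protein and 100% = DMSO wells with 750 nM protein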
# Target sequence (P20393 whole entry, looked up): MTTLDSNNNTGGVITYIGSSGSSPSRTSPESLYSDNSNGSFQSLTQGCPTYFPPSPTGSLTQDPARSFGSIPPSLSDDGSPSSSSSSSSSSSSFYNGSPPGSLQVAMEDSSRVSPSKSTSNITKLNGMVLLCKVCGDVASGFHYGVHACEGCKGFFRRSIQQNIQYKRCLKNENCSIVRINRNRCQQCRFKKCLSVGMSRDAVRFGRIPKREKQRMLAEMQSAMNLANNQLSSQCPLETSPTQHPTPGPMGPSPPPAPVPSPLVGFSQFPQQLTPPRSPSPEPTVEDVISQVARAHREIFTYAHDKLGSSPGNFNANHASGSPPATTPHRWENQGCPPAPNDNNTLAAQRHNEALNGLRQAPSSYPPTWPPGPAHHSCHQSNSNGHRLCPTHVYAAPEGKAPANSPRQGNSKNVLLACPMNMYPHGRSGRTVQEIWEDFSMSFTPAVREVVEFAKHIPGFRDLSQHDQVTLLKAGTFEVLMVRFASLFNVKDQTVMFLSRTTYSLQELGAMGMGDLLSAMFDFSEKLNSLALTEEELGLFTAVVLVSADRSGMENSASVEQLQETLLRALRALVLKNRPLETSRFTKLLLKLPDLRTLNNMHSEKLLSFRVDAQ
# hcDAF12 agonist: H. contortus DAF-12 nuclear receptor activators, primary screen, cell-based, luminescence, HEK293, lit1-tk-luc reporter. HEK293 hcDAF-12 lit1-tk-luc reporter; 0% DMSO, 100% Δ7-dafachronic acid. activation, % at 6.8 µM. 1.4% of 370,000 active. AID 652067, 2013;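 active means activation above the mean of all tested compounds plus 3 SD, cut at about 5.5% in these data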;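 further: 100% = response to 3 µM Δ7-dafachronic acid high control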
# MBD2 inh: inhibitors of MBD2 binding to methylated DNA, primary screen, biochemical, TR-FRET, DNA-binding domain, human | inhibition, % at 4.4 µM | AID 686964, 2013 | 0.31% of 370,000 active | MBD2 binding to methylated oligonucleotide | Methyl-CpG-binding domain protein 2 (Homo sapiens), Q9UBB5; in the data active means inhibition above about 13%
# Target sequence (Q9UBB5 whole entry, looked up, the tested form may be a part): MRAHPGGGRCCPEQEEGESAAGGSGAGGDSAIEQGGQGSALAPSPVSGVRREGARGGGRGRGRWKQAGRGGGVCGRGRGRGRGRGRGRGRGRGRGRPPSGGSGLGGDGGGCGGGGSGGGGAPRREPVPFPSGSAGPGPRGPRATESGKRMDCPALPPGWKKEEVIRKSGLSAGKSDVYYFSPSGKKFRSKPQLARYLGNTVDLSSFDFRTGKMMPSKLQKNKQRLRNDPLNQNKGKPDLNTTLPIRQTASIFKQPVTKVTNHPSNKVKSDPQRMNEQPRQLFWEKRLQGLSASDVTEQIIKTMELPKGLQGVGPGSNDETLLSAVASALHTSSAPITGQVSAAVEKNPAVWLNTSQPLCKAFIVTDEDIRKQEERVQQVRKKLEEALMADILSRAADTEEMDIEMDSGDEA
# DAX1 inh-2: DAX1 (NR0B1) inhibitors, primary screen, cell-based, HEK293, Gal4-DAX1, luciferase luminescence | HEK293 Gal4-DAX1 luciferase reporter | AID 504766, 2011 | 0.99% of 340,000 active | inhibition, % at 6.75 µM;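 active means inhibition above the mean over all tested compounds plus 3 SD, cut at about 4.2% in these data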;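 further: 0% = DAX1-transfected cells with DMSO and 100% = empty-vector control cells with DMSO; inhibition shows as a rise in luminescence from relieved DAX1 repression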
# ssDAF-12 act: S. stercoralis DAF-12 nuclear receptor activators, primary screen, cell-based, luminescence, HEK293, GRIP1 co-expression, lit1-tk-luc; Nuclear hormone receptor DAF-12 (Strongyloides stercoralis); HEK293 ssDAF-12/GRIP1 lit1-tk-luc reporter; % of 3 µM dafachronic acid response; activation, % at 6.8 µM; 1% of 370,000 active;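 active means activation above the mean over all tested compounds plus 3 SD, cut at about 0.9% in these data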;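 further: 0% = DMSO-only wells and 100% = 3 µM delta7-dafachronic acid wells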
# * = called active by the depositor; i = inactive; nt = not tested or not shown. Random draw from the library; any-hit rate near 7.4%.
SMILES,ADAM17 inh,DAX1 inh-1,PLC-beta3 inh,SMARCA2 activ,PLC-gamma1 inh,hgDAF12 agonist,Rev-erbA mod,hcDAF12 agonist,MBD2 inh,DAX1 inh-2,ssDAF-12 act
COc1cccc(/C=C2/Sc3ccc(C(=O)NCCCN4CCCC4)cc3NC2=O)c1,0,3.7*,-55,2,-37,0.5,0,-1.6,0,1.4,-0.6
Cc1ccnc(N2CCC(C(=O)NCc3ccc(F)cc3)CC2)n1,-5,0.3,-12,0,-10,-2.4,-7,1.9,-2,3.3,-0.8
C=C[C@H](CC(C)C)N(Cc1ccccc1)S(=O)(=O)N(Cc1ccc(OC)cc1)[C@H](C=C)CC(C)C,0,-0.2,2,0,4,0.5,-5,0.0,3,3.1,-1.3
CCn1ncc(-c2ccnc3cc(C(=O)O)nn23)c1C,-311,-0.3,i,1,i,1.9,-22,-1.8,-6,0.6,-1.1
CN(C)CC#Cc1cccc(-c2nc(C(=O)O)cc3c2[C@@H](CCO)N(S(=O)C(C)(C)C)C3)c1 (stereo partly drawn),-4,0.5,-11,-3,-7,1.4,-2,-0.7,0,nt,-0.7
O=c1c2cc(O)c(O)cc2oc2cc(O)c(C3OC(CO)C(O)C(O)C3O)c(O)c12 (stereo not drawn),-2,0.8,-280,1,-231,2.0,-7,-0.8,43*,1.6,-0.3
COCCCn1[nH]c2c3c(ccc2c1=O)C(=O)c1ccccc1C3=O,-2,-0.2,0,4,3,0.8,3,-1.0,-9,2.2,-0.7
CC(C)(C)CC(=O)NC(=S)NCc1ccco1,6,-0.2,-2,3,3,0.6,6,0.3,-1,1.3,-1.1
CC(=O)NCCNC(=O)Cn1nnc(-c2ccccc2)c1COc1ccc2ccccc2c1,2,0.2,1,0,1,-1.2,-2,-0.2,-1,nt,-1.4
c1cncc(-c2noc(-c3cccc4ccccc34)n2)c1,-10,0.1,5,0,2,8.9,2,7.0*,-3,1.6,1.2*
O=C(NC1CCC(O)CC1)c1ccccc1OCc1ccc(F)cc1 (stereo not drawn),0,0.1,-5,-2,7,0.7,-5,0.9,5,1.2,0.2
O=C(N=C1SC2CS(=O)(=O)CC2N1Cc1ccccc1)c1ccccc1 (stereo not drawn),-4,-1.7,0,-6,3,-2.7,14,-0.2,4,4.1,-0.6
COc1ccc(-c2cc(-c3c(O)c(OC)c4occc4c3OC)[nH]n2)cc1,6,0.2,-3,-3,-2,0.4,-5,1.1,-7,-0.7,-1.4
Cn1nc(C(=O)Nc2ccccc2Cl)cc1C(=O)Nc1ccccc1Cl,-3,0.1,-4,-1,1,0.5,0,0.5,-4,-0.5,-1.4
COCCC(=O)Nc1c(-c2ccccc2)c2cc(Br)ccc2[nH]c1=O,-2,0.3,-3,-2,0,-1.2,11,-1.6,-8,0.5,-1.0
CCc1nc(C)ccc1OCC(=O)N(CC)CC,-5,0.1,0,-2,1,-2.4,-1,-0.3,1,0.4,-0.7
Cc1nc(C(=O)Nc2ccccc2)sc1C1(C)CC(c2cccc([N+](=O)[O-])c2)=NO1 (stereo not drawn),3,0.4,-14,1,-7,3.4,1,-2.1,-4,-0.2,-1.0
CC(C)(C)OC(=O)N(CCc1ccccc1)Cc1ccccc1OCc1ccc(NC(=O)C2CCCC2)cc1,3,-1.0,1,-5,0,1.3,-1,0.0,0,-0.3,-1.3
S=c1nc(-c2ccccc2Cl)n(Cc2cccnc2)c2c1CCCC2,-3,0.2,-14,-2,-11,-3.8,3,-0.5,-5,0.0,-1.4
c1ccc2c(c1)CCN(c1ncnc3c1[nH]c1ccccc13)C2,-22,-3.5,-58,-5,-47,-9.9,-3,-4.2,1,-5.3,-2.8
CC(C)(C)NC(=O)COC(=O)CCC(=O)c1ccc(Cl)cc1,-6,0.8,-1,-2,-3,4.2,2,-1.0,3,0.6,-1.2
CC1(C)OC2CCN3C(C(O)COS3(=O)=O)C2O1 (stereo not drawn),-6,0.1,1,0,0,1.1,-3,-1.4,1,1.9,-0.8
CCn1cc(/C=N/NS(=O)(=O)c2ccc(OC)cc2)c(C)n1,1,0.3,5,1,2,-0.6,-6,-2.0,1,0.6,-0.9
O=C(NC1CCCC1)c1ccc(CS(=O)(=O)c2ccc(Br)cc2)o1,-2,-0.1,-3,-1,-2,0.2,2,0.8,5,-2.0,-1.0
Cc1ccc(-c2cc(C(F)F)n3ncc(C(=O)N4CCN(c5cccc(C)c5C)CC4)c3n2)cc1,-1,0.1,-4,-4,-3,0.8,1,1.4,5,-1.2,-1.5
CC(C)Cn1c(SC(C)C(=O)Nc2ccc3c(c2)OCCO3)nc2ccccc2c1=O (stereo not drawn),-2,0.1,2,1,0,-3.3,-3,-1.5,-5,0.3,-2.3
CC(C)Cn1c(N)c(C(=O)COC(=O)COc2cccc(C(F)(F)F)c2)c(=O)n(C)c1=O,3,0.0,-5,-1,-3,-1.3,1,0.2,-2,0.2,-0.2
CCOc1cccc(CNCCO)c1OCc1ccc(Cl)cc1,2,0.1,1,1,0,-0.5,-1,-0.7,-3,-0.1,-1.2
COCCCNC(=O)c1cccc2c(=O)c(C)c(-c3ccccc3)oc12,5,-0.5,9,-5,7,-2.2,-3,-0.2,-5,-1.4,-1.7
Nc1[nH]nc2nc(-c3ccccc3)[nH]c(=O)c12,-2,-0.1,-16,2,-12,-1.8,-4,-1.6,-1,-0.9,-1.0
COc1cccc2sc(=NC(=O)CS(=O)(=O)c3ccc(F)cc3)n(C)c12,0,-0.2,1,-3,6,-2.4,7,-2.4,5,1.0,-1.2
O=C(NCCc1ccc(F)cc1)c1ccc(Sc2ccccc2Cl)c([N+](=O)[O-])c1,-2,-1.3,-4,-5,-1,1.1,-5,1.0,-1,nt,-0.5
O=c1oc2ccccc2c(O)c1C=Nc1cccnc1,-2,0.1,-10,2,-1,0.9,0,-1.1,3,1.8,-2.3
CC(C)c1nc(-c2ccccn2)no1,-2,-0.2,-1,1,-1,2.6,-4,-0.7,-2,1.4,-1.2
Cc1ccc(C(=O)NNC(=O)CSc2nnc(C3CC3)n2C)cc1,-1,0.4,0,-2,3,1.4,2,1.0,-1,-1.8,-0.6
O=C(c1cc(F)ccc1F)C1CCCN(C(=O)CCCN2CCCCC2=O)C1 (stereo not drawn),-5,-0.2,2,-3,-2,0.0,-2,-0.1,0,-0.2,-1.1
O=C(Cc1ccccc1)c1c[nH]c(C(=O)C(Cl)(Cl)Cl)c1,0,-0.7,-3,0,0,1.0,-2,0.8,-5,1.2,-1.0
CCN(C[C@H]1N[C@@](Cc2ccccc2)(C(=O)OC)[C@H]2C(=O)N(Cc3ccccc3)C(=O)[C@@H]12)C(=O)Nc1ccc(Cl)cc1,4,1.0,0,2,2,7.7,9,1.8,-4,0.8,-1.3
CC(C)(C)c1ccc(C(=O)NNC(=O)Cc2cccc3ccccc23)cc1,4,-0.9,4,-2,0,-2.6,0,-1.9,1,-0.9,-1.1
O=[N+]([O-])c1cccc(/C=C/c2ccc3cccc(O)c3n2)c1,3,0.1,2,6,8,3.4,0,-1.5,-4,1.2,-1.3
CC(C)C[C@H](NC(=O)c1ccco1)C(=O)N1CCC[C@H]1C(=O)NCc1ccccc1,-2,-0.6,3,2,1,0.9,12,-0.6,1,nt,-0.8
O=C(Cn1cnc2ccccc21)Nc1ccc2c(c1)OCCCO2,1,-5.2,-1,-1,0,-1.8,0,-2.7,-4,-1.5,-1.8
CCOc1ccc(N(CC(=O)O)S(=O)(=O)c2cccnc2)cc1,0,-0.7,1,-1,0,-2.4,6,0.3,-2,-1.6,-1.4
O=C(COc1nsnc1N1CCOCC1)N/N=C/c1ccccc1O,-10,-0.9,-23,-5,-23,-3.2,4,-2.4,-2,0.9,-2.0
Cn1c(SCc2ccon2)nc2ccccc2c1=O,-4,-0.6,-2,-1,1,0.6,-1,-1.7,3,0.6,-0.7
Cn1c(=O)c(=O)n(C)c2cc(S(=O)(=O)N3CCOc4ccccc43)ccc21,0,-0.3,-3,-1,-1,0.1,-1,-2.8,-1,-0.1,-0.9
CCOC(=O)c1cccc(NC(=O)C(C)N2C(=O)c3ccccc3C2=O)c1 (stereo not drawn),1,0.2,-2,2,-2,-0.5,-2,-1.2,0,3.2,-1.0
COc1cc2c(cc1OC)C(C)N(C(=O)c1cc(C)on1)CC2 (stereo not drawn),-2,2.7,-12,1,-4,-2.7,-2,0.3,8,0.2,-0.5

# Part of the list above, with two lines to a compound.
# The line under a structure holds: ADAM17 inh, DAX1 inh-1, PLC-beta3 inh, SMARCA2 activ, PLC-gamma1 inh, hgDAF12 agonist, Rev-erbA mod, hcDAF12 agonist, MBD2 inh, DAX1 inh-2, ssDAF-12 act
Cn1c(=O)c(=O)n(C)c2cc(S(=O)(=O)N3CCOc4ccccc43)ccc21
    0, -0.3, -3, -1, -1, 0.1, -1, -2.8, -1, -0.1, -0.9
CCOC(=O)c1cccc(NC(=O)C(C)N2C(=O)c3ccccc3C2=O)c1 (stereo not drawn)
    1, 0.2, -2, 2, -2, -0.5, -2, -1.2, 0, 3.2, -1.0
COc1cc2c(cc1OC)C(C)N(C(=O)c1cc(C)on1)CC2 (stereo not drawn)
    -2, 2.7, -12, 1, -4, -2.7, -2, 0.3, 8, 0.2, -0.5

# Other structures follow:
SMILES,ADAM17 inh,DAX1 inh-1,PLC-beta3 inh,SMARCA2 activ,PLC-gamma1 inh,hgDAF12 agonist,Rev-erbA mod,hcDAF12 agonist,MBD2 inh,DAX1 inh-2,ssDAF-12 act
Cc1ccccc1NC(=O)C(Cl)=C(Cl)Cl,-4,-0.5,-1,-1,3,1.5,-8,-1.3,3,-0.1,-2.0
C=CCNC(=S)Nc1ccc(OC(F)F)c(Cl)c1,0,-0.7,1,-1,0,1.6,2,-1.7,5,nt,-1.6
Cc1ccc(NCc2ccccc2O)cc1C,2,0.2,4,2,1,5.9,2,-0.9,-1,0.0,-1.4
C[C@@H]1CCCCO[C@H](CN(C)Cc2ccccc2)[C@@H](C)CN([C@H](C)CO)C(=O)c2cc(NC(=O)c3ccccc3)ccc2O1,-1,-1.0,-3,4,-3,-3.0,-1,0.3,0,1.7,-0.1
CC(C)(C)NC(=O)C(c1ccc(C(F)(F)F)cc1)n1c(=O)c(-c2ccco2)nc2ccccc21 (stereo not drawn),-39,0.1,-107,-4,-76,2.4,-5,2.0,1,nt,-0.9
CCOC(=O)N1CCN(C(=O)/C=C/c2cccc([N+](=O)[O-])c2)CC1,0,-0.5,-2,-2,0,0.9,1,-1.0,0,-0.8,-1.3
Cc1cc(F)ccc1C(O)c1ncc(-c2ccc(Oc3ccccc3)cc2)[nH]1 (stereo not drawn),12*,0.3,-5,-4,-3,-4.2,-5,1.6,0,nt,-1.6
